M5 antag = human M5 muscarinic receptor antagonists, primary screen, CHO cells, Fluo-8 calcium fluorescence; CHO-hM5 cells, ACh EC80; inhibition, % at 3 µM; actives 0.59% (n = 360,000);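 active = inhibition above a per-plate cutoff, the mean of that plate's test compounds plus 3 SD, cut at about 27% in these data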;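 note: 0% = acetylcholine EC80 with DMSO and 100% = DMSO without agonist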
Target sequence (P08912 whole entry, looked up): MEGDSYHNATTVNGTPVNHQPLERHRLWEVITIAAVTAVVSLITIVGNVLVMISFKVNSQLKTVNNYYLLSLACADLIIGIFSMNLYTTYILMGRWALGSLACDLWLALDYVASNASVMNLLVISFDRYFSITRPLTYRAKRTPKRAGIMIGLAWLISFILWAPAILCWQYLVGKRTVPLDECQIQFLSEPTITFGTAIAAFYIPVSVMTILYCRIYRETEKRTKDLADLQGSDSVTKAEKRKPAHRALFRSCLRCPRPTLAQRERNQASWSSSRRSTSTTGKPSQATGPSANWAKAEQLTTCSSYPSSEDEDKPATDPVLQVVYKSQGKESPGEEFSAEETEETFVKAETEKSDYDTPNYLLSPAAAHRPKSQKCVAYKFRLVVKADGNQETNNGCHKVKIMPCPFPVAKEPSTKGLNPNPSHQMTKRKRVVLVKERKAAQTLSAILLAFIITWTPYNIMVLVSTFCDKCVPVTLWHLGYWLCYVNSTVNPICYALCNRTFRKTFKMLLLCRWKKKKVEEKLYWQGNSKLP
CHRM1 PAM = human M1 muscarinic receptor positive allosteric modulators, primary screen, CHO-K1 cells, Fluo-8 calcium fluorescence, 1536-well; Muscarinic acetylcholine receptor M1 (Homo sapiens), P11229; CHO-K1 hM1, ACh EC20; 0% = ACh EC20, 100% = maximal ACh; activation, % at 3 µM; actives 0.088% (n = 360,000); in the data active = activation above about 19%, passing the limit was not always enough
Target sequence (P11229 whole entry, looked up): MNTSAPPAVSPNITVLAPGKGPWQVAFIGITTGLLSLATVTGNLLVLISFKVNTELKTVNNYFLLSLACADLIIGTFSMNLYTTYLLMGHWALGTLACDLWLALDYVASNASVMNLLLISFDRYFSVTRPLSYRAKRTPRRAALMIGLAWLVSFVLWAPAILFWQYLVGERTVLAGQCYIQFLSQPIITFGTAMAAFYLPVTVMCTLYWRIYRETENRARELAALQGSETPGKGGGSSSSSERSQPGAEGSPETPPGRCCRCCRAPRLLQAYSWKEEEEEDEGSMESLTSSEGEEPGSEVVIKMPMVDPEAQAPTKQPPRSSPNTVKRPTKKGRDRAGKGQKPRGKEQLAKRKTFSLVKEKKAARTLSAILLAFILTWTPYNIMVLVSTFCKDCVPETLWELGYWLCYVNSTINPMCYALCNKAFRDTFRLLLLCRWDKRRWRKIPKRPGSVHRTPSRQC
CHRM4 agonist = human M4 muscarinic receptor agonists, primary screen, CHO-K1 cells, Fluo-8 calcium fluorescence; Muscarinic acetylcholine receptor M4 (Homo sapiens), P08173; CHO-K1 hM4/Gqi5; vehicle 0%, full acetylcholine response 100%; activation, % at 3 µM; actives 0.14% (n = 360,000); AID 624127, 2012;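 active = activation above the run mean over all test wells plus 3 SD, cut at about 32% in these data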;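 note: peak over basal fluorescence ratio per well then scaled between controls; 0% = DMSO wells and 100% = acetylcholine at EC100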
CHRM1 antagonist = human M1 muscarinic receptor antagonists, primary screen, CHO-K1 cells, Fluo-8 calcium fluorescence, 1536-well; Muscarinic acetylcholine receptor M1 (Homo sapiens), P11229; CHO-K1 hM1, ACh EC80 antagonist; actives 1.3% (n = 360,000); inhibition, % at 3 µM;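 active = percent inhibition above its own plate's cutoff, namely the mean of that plate's compound wells plus 3 SD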;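 note: peak over basal fluorescence ratio during 140 s after agonist addition; 0% = ACh EC80 plus DMSO and 100% = DMSO alone without agonist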
M4 PAM = human M4 muscarinic receptor positive allosteric modulators, primary screen, CHO-K1 cells, Fluo-8 calcium fluorescence | Muscarinic acetylcholine receptor M4 (Homo sapiens), P08173 | CHO-K1 hM4/Gqi5, ACh EC20; 0% = ACh EC20, 100% = maximal ACh | activation, % at 3 µM | actives 0.4% (n = 360,000);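 active = activation above its plate's cutoff, the mean activation of sample wells plus 3 SD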; note: some results filed as inactive read as strong as hits
M4 antag = human M4 muscarinic receptor antagonists, primary screen, CHO cells, Fluo-8 calcium fluorescence; actives 0.73% (n = 360,000); Muscarinic acetylcholine receptor M4 (Homo sapiens), P08173; CHO-hM4 cells, ACh EC80; AID 624125, 2012; inhibition, % at 3 µM;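 active = inhibition above its plate's cutoff, the mean inhibition of sample wells plus 3 SD, cut at about 27% in these data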;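 note: 0% = acetylcholine EC80 with DMSO and 100% = DMSO without agonist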
CRFR2-BP ag = agonists of CRF-BP/CRF-R2 complex, primary screen, cell-based, HEK293, calcium dye fluorescence, uHTS; CRF-binding protein / CRF receptor 2 complex (human); calcium dye fluorescence (FLIPR); percent of saturating CRF peptide response; activation, % at 13.2 µM; actives 0.46% (n = 350,000);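 active = activation of at least 50%, plus an integration ratio under a set limit after plate pattern correction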;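 note: plate controls were neutral control wells without compound for no effect and CRF at EC100 for full effect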
M5 ag = human M5 muscarinic receptor agonists, primary screen, CHO-K1 cells, Fluo-8 calcium fluorescence. Muscarinic acetylcholine receptor M5 (Homo sapiens), P08912. CHO-K1 hM5 cells; 0% DMSO wells, 100% maximal acetylcholine response. activation, % at 3 µM. actives 0.19% (n = 360,000);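 active = activation above the run's mean over test compounds plus 3 SD, cut at about 23% in these data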;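 note: signal is peak over basal fluorescence ratio across the kinetic read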
M5 PAM = human M5 muscarinic receptor positive allosteric modulators, primary screen, CHO-K1 cells, Fluo-8 calcium fluorescence; CHO-K1 hM5, ACh EC20 PAM; 0% = ACh EC20, 100% = ACh EC100; Muscarinic acetylcholine receptor M5 (Homo sapiens), P08912; actives 0.3% (n = 360,000); activation, % at 3 µM;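 active = activation above the run cutoff, the mean activation of all test compounds plus 3 SD, cut at about 18% in these data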
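Replicates: One well per compound, no replicates | System: Human M5 receptor in CHO-K1 cells | Benchmarks: Low control EC20 acetylcholine (0%), high control EC100 acetylcholine (100%) | Probe or stimulus: Acetylcholine, EC20 level | Times: Fluo-8 loading 80 min at 37 °C plus 30 min room temperature | Signal: Intracellular calcium via Fluo-8 fluorescence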
* = called active by the depositor; / = not tested or not shown.

Every second line gives: M5 antag	CHRM1 PAM	CHRM4 agonist	CHRM1 antagonist	M4 PAM	M4 antag	CRFR2-BP ag	M5 ag	M5 PAM
- CCOc1ccccc1CNC(c1ccccc1)c1ccccc1
    -3	-1	-2	-2	-8	3	0.5	-5	-7
- Cc1ccc(S(=O)(=O)N/N=C/c2ccccc2F)cc1[N+](=O)[O-]
    -1	13	1	-5	5	0	0.6	1	7
- Cc1nc2cc(NC(=O)Nc3ccc(N4CCOCC4)cc3)ccc2n1C
    -11	-1	0	4	-1	3	-0.5	5	9
- COc1ccc(N/C(N)=N/c2nc(C)cc(C)n2)c(OC)c1
    0	-2	1	2	-13	9	1.4	-2	-1
- CCC(=O)Nc1cc(C(C)(C)C)ccc1C(C)=O
    3	9	-1	-10	2	4	-2.6	0	-3
- Cc1ccccc1C(=O)NCC(=O)OCC(=O)NNC(=O)c1ccccc1F
    -5	9	1	-18	16	-16	-1.0	-1	3
- Cc1ccc(S(=O)(=O)N(C)c2ccc(C(=O)N3CCN(Cc4ccc5c(c4)OCO5)CC3)cc2)cc1
    -2	2	7	-2	-9	4	-0.5	-2	-10
- CCCC(=O)Nc1cccc(Oc2ccc3c(c2)C(=O)NC3=O)c1
    -3	6	2	-7	5	-5	-0.2	0	0
- Cc1ccc(S(=O)(=O)CCC(=O)Nc2ccccc2Cl)cc1
    7	7	1	-9	7	-11	-3.8	-4	-6
- COc1ccc(-n2c(C)nn(C)c2=O)cc1
    -3	11	0	-15	15	9	-0.1	2	0
- Nc1nc2ccccc2n1S(=O)(=O)c1ccc([N+](=O)[O-])cc1
    8	-31	2	30	-13	16	/	-3	-12
- CC1CCCN(C/C=C/c2ccccc2[N+](=O)[O-])C1 (stereo not given)
    2	-5	2	6	-10	3	2.3	-5	-1
- CCCCN(C(=O)NC(=O)Nc1ccc(C)cn1)S(C)(=O)=O
    -9	10	1	-9	0	-2	0.2	0	8
- Cc1c(C(=O)O)oc2c3c(ccc12)OCCO3
    12	8	0	-8	8	-2	-3.1	1	1
- COc1ccc(S(=O)(=O)N2CCCC(C(=O)NCC3CCCO3)C2)cc1Cl (stereo not given)
    5	8	1	-5	-2	-1	0.5	-3	-2

Ten successive entries from above:
Every second line gives: M5 antag	CHRM1 PAM	CHRM4 agonist	CHRM1 antagonist	M4 PAM	M4 antag	CRFR2-BP ag	M5 ag	M5 PAM
- Cc1ccc(S(=O)(=O)N/N=C/c2ccccc2F)cc1[N+](=O)[O-]
    -1	13	1	-5	5	0	0.6	1	7
- Cc1nc2cc(NC(=O)Nc3ccc(N4CCOCC4)cc3)ccc2n1C
    -11	-1	0	4	-1	3	-0.5	5	9
- COc1ccc(N/C(N)=N/c2nc(C)cc(C)n2)c(OC)c1
    0	-2	1	2	-13	9	1.4	-2	-1
- CCC(=O)Nc1cc(C(C)(C)C)ccc1C(C)=O
    3	9	-1	-10	2	4	-2.6	0	-3
- Cc1ccccc1C(=O)NCC(=O)OCC(=O)NNC(=O)c1ccccc1F
    -5	9	1	-18	16	-16	-1.0	-1	3
- Cc1ccc(S(=O)(=O)N(C)c2ccc(C(=O)N3CCN(Cc4ccc5c(c4)OCO5)CC3)cc2)cc1
    -2	2	7	-2	-9	4	-0.5	-2	-10
- CCCC(=O)Nc1cccc(Oc2ccc3c(c2)C(=O)NC3=O)c1
    -3	6	2	-7	5	-5	-0.2	0	0
- Cc1ccc(S(=O)(=O)CCC(=O)Nc2ccccc2Cl)cc1
    7	7	1	-9	7	-11	-3.8	-4	-6
- COc1ccc(-n2c(C)nn(C)c2=O)cc1
    -3	11	0	-15	15	9	-0.1	2	0
- Nc1nc2ccccc2n1S(=O)(=O)c1ccc([N+](=O)[O-])cc1
    8	-31	2	30	-13	16	/	-3	-12

(next part)
Every second line gives: M5 antag	CHRM1 PAM	CHRM4 agonist	CHRM1 antagonist	M4 PAM	M4 antag	CRFR2-BP ag	M5 ag	M5 PAM
- CCc1nc2ccc(C(=O)NC3CCN(Cc4ccccc4)CC3)cn2c1N(CC)CCOC
    6	-5	0	6	-5	7	/	-2	0
- N#CCCn1cc(/C=N/NC(N)=S)c(-c2ccc(Br)cc2)n1
    7	7	1	-12	-5	-2	0.1	0	-4
- O=C(Cn1cnc2c(nnn2Cc2ccc(F)cc2)c1=O)N1CCN(c2ccccc2)CC1
    3	2	6	-4	7	-8	-1.3	0	-4
- CCOC(=O)C(=O)NC1CC=CCC1c1ccc2c(c1)OCO2 (stereo not given)
    -1	4	2	-11	0	-5	7.5	2	8
- CCN(CC)S(=O)(=O)c1ccc(N2CC(C(=O)NCc3ccco3)CC2=O)cc1 (stereo not given)
    0	3	1	-8	-1	-14	-2.3	0	-1
- CCn1nc(C(=O)N2CCN(Cc3nc4ccccc4s3)CC2)c2ccccc2c1=O
    20	-17	22	38*	-14	35*	0.2	7	-36
- CCO[C@@H]1OC(C(=O)N2CCN(Cc3ccc4c(c3)OCO4)CC2)=C[C@H](c2csc3ccccc23)[C@H]1CCCO
    22	-8	17	5	-7	9	4.6	-2	-13
- CCC(C)(C)NC(=O)C1c2ccccc2Oc2ccccc21
    10	1	0	-4	1	4	-4.5	-2	3
- CCN(CC(=O)NCc1ccc(Cl)cc1)C(=O)CSc1ccccc1
    7	-3	0	10	-5	-4	-0.6	-3	2
- O=C(COc1ccccc1C(=O)O)Nc1nc2ccc([N+](=O)[O-])cc2s1
    20	-10	13	26*	-18	-1	33	8	-22
- CCN1C(=O)C(CC(=O)Nc2ccc(OC)cc2)N(CCCN2CCN(c3ccc(F)cc3)CC2)C1=S (stereo not given)
    5	3	16	-19	-16	-2	7.4	-2	-5
- Cc1ccccc1NC(=O)COC(=O)CCc1ccccc1
    -7	4	1	4	-4	-3	-2.6	-2	-1
- C=CC[C@H](CC(=O)N(CCO)Cc1ccccc1)C(=O)N[C@@H](COC(=O)[C@@H](CC=C)Cc1ccc(F)cc1)Cc1c[nH]c2ccccc12
    1	0	8	2	-12	18	3.2	1	-3
- C=CC1=C(C(=O)O)N2C(=O)[C@@H](NC(=O)/C(=N\OCC(=O)O)c3csc(N)n3)[C@H]2SC1
    -5	-2	0	-13	1	-25	0.2	0	-7
- CCN(CC(=O)NCc1ccc(Cl)cc1)C(=O)CSc1cccc(C(F)(F)F)c1
    -5	10	6	-14	9	-10	3.1	0	-2

The listing continues:
Every second line gives: M5 antag	CHRM1 PAM	CHRM4 agonist	CHRM1 antagonist	M4 PAM	M4 antag	CRFR2-BP ag	M5 ag	M5 PAM
- COc1cc(NC(=O)C2CCCN(S(=O)(=O)c3cnc[nH]3)C2)cc(OC)c1 (stereo not given)
    -2	9	0	-12	5	-4	0.5	0	0
- NC(=O)NCCc1ccccc1
    11	4	3	1	16	-2	-1.4	-1	-8
- O=C(CC(c1ccccc1)c1cc(Cl)ccc1O)NCCN1CCOCC1 (stereo not given)
    -8	0	1	-5	-15	-3	0.1	-17	10
- N#Cc1cc2c(nc1SCC(N)=O)CCCCC2
    0	1	1	-41	-1	-7	0.0	-6	-4
- COc1ccc(-c2nn(-c3ccccc3)cc2/C=N/NC(=S)NC(C)C)cc1OC
    13	2	6	2	-11	2	-1.3	3	-11
- O=C(CSc1n[nH]c(-c2ccccc2Br)n1)NCCN1C(=O)CSC1=O
    1	9	2	-7	9	-6	-0.5	2	3
- Cc1ccc(S(=O)(=O)N(C)CC(=O)Nc2ccc3c(c2)OCO3)cc1
    5	16	1	-21	-6	-14	0.4	-1	3
- COc1cc(Br)c(Br)cc1N
    7	12	2	-12	-9	-4	-0.2	-3	1
- COc1ccc(CNc2nc(-c3ccccc3)nc3ccccc23)cc1OC
    18	4	2	-2	0	3	-1.5	-4	-4
- CC1CCC(NCc2ccco2)CC1 (stereo not given)
    -3	2	1	6	7	-4	2.5	-3	6
- COc1ccc(CNS(=O)(=O)c2ccc(C3CNC(=O)C3)cc2)cc1 (stereo not given)
    -12	5	1	-2	-7	-5	0.1	1	5
- CCOC(=O)c1ccc(N=c2ssnc2Cl)cc1
    -1	2	1	1	-11	8	36	-2	-11
- CC1(C)OC(=O)C(=CNNc2c(Cl)cc(Cl)cc2Cl)C(=O)O1
    16	-1	-1	4	-12	-12	-0.7	-4	-8
- COc1ccc(C(C(=O)NC2CCCCC2)N(C(=O)Cc2c[nH]c3ccccc23)c2ccccc2C)cc1OC (stereo not given)
    8	2	0	-7	14	0	0.5	0	-4
- O=c1cc2ncc(-c3[nH]ncc3[N+](=O)[O-])cn2[nH]1
    1	7	1	-14	0	-2	-1.1	2	5

Remaining list, next part.
Every second line gives: M5 antag	CHRM1 PAM	CHRM4 agonist	CHRM1 antagonist	M4 PAM	M4 antag	CRFR2-BP ag	M5 ag	M5 PAM
- CCN1C(=O)/C(=C\c2cccn2-c2ccc([N+](=O)[O-])cc2)N(CC)C1=S
    -7	10	0	-7	4	-3	-1.9	-4	0
- O=C(CSc1nnc(-c2ccco2)o1)c1ccc(F)c(F)c1
    3	8	0	-8	1	-6	-3.1	-1	-1
- Cn1c(=O)c2c(nc3n2CCCN3CCc2ccccc2)n(C)c1=O
    -10	6	1	-6	1	-10	-1.2	-3	-1
- COc1cc(/C=C2\SC(=S)N(CCC(=O)N3CCN(C)CC3)C2=O)cc(OC)c1OC
    16	4	4	-4	-5	7	0.1	-2	0
- C=C1C(O)C[C@H]2C(=C)CCC3[C@H](OC(=O)[C@]3(O)CO)[C@@H]12 (stereo not given in full)
    9	6	1	3	15	3	-0.9	1	2
- CC(C)(C)c1cc(C(F)(F)F)n2ncc(-c3ccccc3)c2n1
    -3	11	1	-10	1	-5	0.6	-2	-9
- CCOC(=O)C1=C(CSc2nc3ccccc3s2)NC(=O)NC1c1cc(C)ccc1C (stereo not given)
    -2	4	-1	-5	0	-5	2.0	-2	3
- Cc1ccc(C(C(=O)NC(C)(C)C)N(C(=O)c2csnn2)C2CC2)cc1 (stereo not given)
    -2	10	0	-10	9	-15	-0.4	-1	1
- CCOc1ccc(/C=N/NC(=O)CC(=O)Nc2ccc(Cl)c(Cl)c2)cc1
    13	3	1	-5	-1	-2	-0.3	-3	-8
- CCNc1nc(Oc2ccc(C(=O)OC)cc2)nc(N2CCOCC2)n1
    8	1	1	-3	-5	2	1.3	-1	-3
- O=C(Nc1ccc2c(c1)OCCO2)N1CCOCC1
    6	8	0	-8	-1	-3	-1.0	0	4
